Bioassay records from PubChem.
MBNL1-CUG inh – blocks human MBNL1 binding to CUG repeat RNA; TR-FRET MBNL1-His/biotin-(CUG)12 binding, 665/545 ratio; Potency, µM (highest dose often 57.5 µM), inactives show top-dose activity change, negative = inhibition, hits mostly inhibitors; hit rate 0.036% among 280,000; active means well fitted inhibition curve with a large enough effect in the signal ratio, with a control signal flat, not every such curve was filed as active; inconclusive means small, poorly fitted or top-dose-only effect, or effect the other way, or a change in a side signal; inactive means no such curve, though single readings can be large or run the other way; the % refers to the signal ratio; further: potency means the concentration at half of the fitted maximal effect; on the % scale 0 is the no-effect control and ±100 the full control effect
Target sequence (Q9NR56 whole entry, looked up): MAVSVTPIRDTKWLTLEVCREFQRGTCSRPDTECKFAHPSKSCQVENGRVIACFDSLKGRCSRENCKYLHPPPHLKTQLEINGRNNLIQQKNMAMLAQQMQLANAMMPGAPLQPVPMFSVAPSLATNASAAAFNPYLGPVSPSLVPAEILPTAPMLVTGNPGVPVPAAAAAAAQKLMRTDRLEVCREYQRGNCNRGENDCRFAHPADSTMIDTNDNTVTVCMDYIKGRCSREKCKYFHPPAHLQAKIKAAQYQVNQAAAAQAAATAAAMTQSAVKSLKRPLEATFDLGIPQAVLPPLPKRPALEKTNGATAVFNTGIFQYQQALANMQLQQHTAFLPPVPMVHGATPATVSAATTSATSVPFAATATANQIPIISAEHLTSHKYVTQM
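Compound titration spanned 92 nM–58 uM against the MBNL1-His/biotin-(CUG)12 complex. After 60 min at room temperature with 5 nM streptavidin-XL665 and 0.055 ng/ul terbium anti-His, ratiometric 665/545 nm emission (Ex 340 nm) normalized to controls.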
ASM inhibitor – human S-ASM enzyme inhibition | P17405 | placental ASM, HMU-PC fluorogenic substrate, 60 min | Potency, µM (titrated, usually from 57.5 µM), for inactives: at the highest dose activity change, negative = inhibition, actives largely listed as inhibitors | hit rate 0.006% among 340,000; further: potency means the concentration at half of the fitted maximal effect
Target sequence (P17405 47-631 limits assumed): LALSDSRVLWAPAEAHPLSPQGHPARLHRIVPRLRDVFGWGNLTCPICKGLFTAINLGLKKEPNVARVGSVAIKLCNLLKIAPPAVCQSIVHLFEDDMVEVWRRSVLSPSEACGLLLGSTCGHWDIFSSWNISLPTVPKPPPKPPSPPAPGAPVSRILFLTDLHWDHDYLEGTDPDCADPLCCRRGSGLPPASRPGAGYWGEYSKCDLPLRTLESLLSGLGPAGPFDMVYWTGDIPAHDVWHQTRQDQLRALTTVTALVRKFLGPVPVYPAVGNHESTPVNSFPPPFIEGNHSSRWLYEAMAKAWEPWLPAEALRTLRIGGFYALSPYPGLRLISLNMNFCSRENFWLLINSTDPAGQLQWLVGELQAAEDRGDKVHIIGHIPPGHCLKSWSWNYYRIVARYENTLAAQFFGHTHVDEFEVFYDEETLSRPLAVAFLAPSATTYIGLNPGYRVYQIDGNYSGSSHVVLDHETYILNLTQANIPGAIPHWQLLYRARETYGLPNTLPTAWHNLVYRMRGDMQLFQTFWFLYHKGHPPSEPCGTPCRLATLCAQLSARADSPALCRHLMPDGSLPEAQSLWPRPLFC
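HMU-PC0 cleavage (9 uM final) by human placental ASM, 60 min at 37 °C following 10 min compound exposure at RT; stopped at pH 10, fluorescence Ex 386/Em 447 nm.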
TSHR antagonist – blocks TSH signaling through the human TSH receptor. P16473. hit rate 0.2% among 330,000. TSHR-expressing cells, TSH-stimulated cAMP HTRF, 2 h; active compounds read low. activity change, negative = inhibition, % at 11.5 µM;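 active means activity change below a set negative limit, meaning inhibition stronger than a set level, cut at about -70% in these data; inconclusive means activity change between two set negative limits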; further: on the % scale 0 is the no-effect control and ±100 the full control effect
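Cell-based HTRF cAMP assay; TSHR cells + compound, TSH EC80 (4nM final), 2 h, 37 deg C. Lysis with anti-cAMP cryptate and cAMP-d2, 30 min RT, read 665/620 nm.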
hERG WT inh – KCNH2 (human, wildtype) channel inhibition | Q12809 | U2OS, BacMam KCNH2, thallium flux FluxOr; active compounds read low | hit rate 0.37% among 340,000 | activity change, % at 1.84 µM | AID 720551;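 active means maximum activity change below -70%; inconclusive means maximum activity change between -70% and -50%; inactive means maximum activity change above -50%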; further: on the % scale 0 is the no-effect control and ±100 the full control effect
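U2OS cells were transduced with wild-type KCNH2 virus (2.03 x 10^8 / mL) for 4 h at room temperature, then cultured overnight at 37 C. Thallium flux was read with FluxOr dye. Rate constants were normalized to DMSO controls.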
Eya2 inh – inhibitors of human Eya2 phosphatase activity; O00167; hit rate 0.006% among 330,000; Potency, µM (titrated, usually from 76.9 µM), inactives show top-dose activity, negative = inhibition, most hits filed as inhibitors; recombinant Eya2, OMFP fluorescence dephosphorylation (OMFP is methylfluorescein phosphate); further: potency means the concentration at half of the fitted maximal effect; on the % scale 0 is the no-effect control and ±100 the full control effect
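Eya2 (0.2 uM) preincubated 10 min at ambient with compound, then OMFP substrate added at 50 uM; 10 min reaction in 50 mM HEPES pH 7.5, 50 mM NaCl, 5 uM MgCl2, 0.05% BSA, 1 mM DTT. Fluorescence read at Ex 485/Em 525 nm.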
Menin MLL FP TR – displaces Texas Red mutant MLL peptide from human menin; Potency, µM (series often up to 61.6 µM), for inactives: top-dose FP activity change, negative = inhibition, hits mostly inhibitors; O00255; Menin + Texas Red MLL mutant peptide, fluorescence polarization; hit rate 0.23% among 270,000; active means well fitted inhibition curve with a large enough effect in the polarisation, with a control signal flat, not every such curve was filed as active; inconclusive means small, poorly fitted or top-dose-only effect, or effect the other way, or a change in a side signal; inactive means no such curve, though single readings can be large or run the other way; the % refers to the polarisation; further: potency means the concentration at half of the fitted maximal effect; % of control where 0% means no effect; many of its hits are not listed in these tables
Mito fusion act – blocks mitochondrial division or promotes mitochondrial fusion. S. cerevisiae fusion-defective mutant growth rescue, CellTiterGlo 48 h. Potency, µM (highest dose often 46.1 µM), for inactives: top-dose growth rescue (activation), hits mostly activators. hit rate 0.23% among 320,000;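 further: potency means the concentration at half of the fitted maximal effect; % of control where 0% means no effect; nearly all actives have a fitted effect of over 45% in size; temperature-sensitive fusion mutants such as fzo1-1 at 37 °C on non-fermentable ethanol glycerol medium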
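Temperature-sensitive fusion-defective S. cerevisiae (e.g. fzo1-1, mgm1-5) were grown with compound in YPEG medium (3% ethanol, 3% glycerol) for 48 hours at 37C. Growth rescue was measured as viability by CellTiterGlo luminescence after 10 minutes at ambient.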
GALK inh – inhibitors of human galactokinase. hit rate 0.007% among 270,000. Purified GALK, Kinase-Glo residual ATP luminescence. P51570. Potency, µM (highest dose often 57.5 µM), for inactives: at the highest dose activity change, negative = inhibition, usual class: inhibitors; further: potency means the concentration at half of the fitted maximal effect; on the % scale 0 is the no-effect control and ±100 the full control effect
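GALK at 5 nM final was combined with compound, 35 uM ATP and 100 uM galactose in HEPES pH8.0 with MgCl2 and DTT. The reaction ran one hour at room temperature before luminescent ATP detection.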
BCR signal inh – inhibitors of chronic active B-cell receptor signaling | hit rate 0.05% among 340,000 | ABC-DLBCL IkBa-CBG/CBR reporter, luminescence ratio, 4 h | Potency, µM (top dose mostly 46.1 µM), for inactives: at the top dose ratio change, negative = lower green/red ratio, most hits filed as inhibitors; active means well fitted inhibition curve with a large enough effect in the signal ratio, with a control signal flat, not every such curve was filed as active; inconclusive means small, poorly fitted or top-dose-only effect, or effect the other way, or a change in a side signal; the % refers to the signal ratio;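 further: potency means the concentration at half of the fitted maximal effect; plate controls were basal doxycycline-induced cells for no effect and cells given 10 µM MG132 for full effect; MG132 reads +100%, hits lower the ratio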
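Concentration-response series (up to 46 uM) were applied to TMD8 dual-reporter cells for 4 h at 37C with doxycycline. Green/red ratio, after filter-overlap correction, defined %Activity; red signal alone was normalised to basal cells and zero luminescence.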
PKM2 act – PKM2 (human) enzyme activation | P14618 | AID 1631 | purified PKM2, Kinase-Glo ATP luminescence, activation; response scale: 0% is enzyme alone, no compound | Potency, µM (top dose mostly 57.5 µM), inactives show top-dose activation, usual class: activators | hit rate 0.34% among 260,000; further: potency means the concentration at half of the fitted maximal effect; on the % scale 0 is the no-effect control and ±100 the full control effect; nearly all actives have a fitted effect of over 55% in size
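Kinase-Glo luminescence reports ATP generated from ADP (0.1 mM) and PEP (0.5 mM) by purified hPK-M2 after 1 h at room temperature, pH 7.2 imidazole buffer; intermediate enzyme activity allows detecting inhibitors and activators.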
USP2a inh – inhibitors of human ubiquitin-specific protease USP2a. O75604. USP2 core, Ub-CHOP2 coupled fluorogenic reporter, 485/531. Potency, µM (doses to about 38.3 µM), inactives show top-dose activity change, negative = inhibition, actives largely listed as inhibitors. hit rate 0.01% among 330,000. AID 463254;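 further: potency means the concentration at half of the fitted maximal effect; plate controls were DMSO wells for no effect and full inhibition by NEM control for full effect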
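Deubiquitinase activity read as fluorescence (485/531 nm) after Ub-CHOP2 cleavage activates the enterokinase reporter on its substrate; USP2 core 10nM, Ub-CHOP2 and substrate 25nM each, 30min compound preincubation then 60min RT; data normalized to NEM, curves fitted.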
* = called active by the depositor; & = joins results of further samples; [ ] = remark or other dose. Unless noted, the call rests on the fitted dose curve; in most records, active means well fitted curve in the direction sought with a large enough effect; inconclusive means small, poorly fitted or top-dose-only effect, or another doubt; inactive means no such curve, though single readings can be large; an effect the other way counts as inactive or inconclusive. Only part of the results is shown, so the mix of outcomes need not match the whole.

For COCC(=O)N(Cc1cc2ccc(C)c(C)c2n2nnnc12)C1CCCC1 the results were MBNL1-CUG inh -1%, ASM inhibitor -2%, TSHR antagonist 3, hERG WT inh 2, Eya2 inh -5%, Menin MLL FP TR -21%, Mito fusion act -1%, GALK inh 0%, BCR signal inh -16%, PKM2 act -7% and USP2a inh -3%.
Screening Cc1ccc(-c2nnn(CC(=O)N(c3ccc(F)cc3)C(C(=O)NC3CCCC3)c3ccco3)n2)o1 (stereo unspecified) returned MBNL1-CUG inh 0%, ASM inhibitor 2%, TSHR antagonist -5, hERG WT inh -1, Eya2 inh 8%, Menin MLL FP TR 8%, Mito fusion act 2%, GALK inh -1%, BCR signal inh -1%, PKM2 act -1% and USP2a inh -2%.
`COCCC(=O)N1CCC(Oc2ccc(C(=O)NCc3ncc(C)[nH]3)cc2)CC1` gave MBNL1-CUG inh 0%, ASM inhibitor 3%, TSHR antagonist -7, hERG WT inh -8, Eya2 inh -7%, Mito fusion act 0%, GALK inh -2%, BCR signal inh inconclusive, PKM2 act -2% and USP2a inh 2%.
Screening Cc1ncoc1C(=O)N1CCc2c([nH]c3ccccc23)C1c1ccccc1F (stereo unspecified) returned MBNL1-CUG inh 22%, ASM inhibitor -4%, TSHR antagonist -3, hERG WT inh 3, Eya2 inh -3%, Menin MLL FP TR -1%, Mito fusion act -2%, GALK inh -1%, BCR signal inh 2%, PKM2 act 11% and USP2a inh -1%.
Screening Cc1ccc(C(C(=O)NCC2CCCO2)N(C(=O)c2snc(C(N)=O)c2N)c2ccc3c(c2)OCCO3)cc1 (stereo unspecified) returned MBNL1-CUG inh inconclusive, ASM inhibitor 84%[activator], TSHR antagonist 11, hERG WT inh -1, Eya2 inh 2%, Menin MLL FP TR 9%, Mito fusion act 5%, GALK inh -1%, BCR signal inh 1%, PKM2 act 0% and USP2a inh 1%.
Screening CC(=O)NCc1ccc(S(=O)(=O)N2CCN(c3ccccn3)CC2)cc1 returned MBNL1-CUG inh -7%, ASM inhibitor -4%, TSHR antagonist -12, hERG WT inh 1, Eya2 inh 3%, Menin MLL FP TR 2%, Mito fusion act 2%, GALK inh -1%, BCR signal inh 0%, PKM2 act 3% and USP2a inh 4%.
For COc1ccc(O)c(CN2CCCC(N3CCN(c4ccc(F)cc4)CC3)C2)c1 (stereo unspecified) the results were MBNL1-CUG inh -2%, ASM inhibitor 7%, TSHR antagonist 20, hERG WT inh 32, Eya2 inh 5%, Menin MLL FP TR -10%, Mito fusion act 0%, GALK inh -8%, BCR signal inh 4%, PKM2 act -2% and USP2a inh 0%.
CCOCCCNC(=O)/C(C#N)=C/c1cc(Br)c(O)c(Br)c1 was read as MBNL1-CUG inh 35%[activator], ASM inhibitor 24%, TSHR antagonist -4, hERG WT inh 9, Eya2 inh inconclusive, Mito fusion act 0%, GALK inh 9%, BCR signal inh inconclusive, PKM2 act -2% and USP2a inh -1%.
Screening COc1ccc(CCNC(=S)N2CCN(S(=O)(=O)c3ccc(F)cc3)CC2)cc1 returned ASM inhibitor 5%, TSHR antagonist 7, hERG WT inh 0, Eya2 inh -16%, Mito fusion act 5%, BCR signal inh 2% and USP2a inh 1%.
For O=C1Nc2ccccc2C1=Nc1ccc(-c2nnc3n2CCCCC3)cc1 the results were MBNL1-CUG inh inconclusive, ASM inhibitor -1%&0%, TSHR antagonist -4, hERG WT inh -1&6, Eya2 inh 15%, Menin MLL FP TR -20%, Mito fusion act -3%, GALK inh -4%, BCR signal inh -6%, PKM2 act -1% and USP2a inh -2%.
Screening Cc1ccc(/C=C/C(=O)OCC(=O)NCc2ccccc2)o1 returned ASM inhibitor -4%, TSHR antagonist 3, hERG WT inh 3, Eya2 inh -12%, Mito fusion act 2%, BCR signal inh -4% and USP2a inh -1%.
For CC(C)[C@]1(c2ccccc2)ON(c2ccccc2C(F)(F)F)C1=O the results were TSHR antagonist -29, Eya2 inh -22%, Mito fusion act -5%, BCR signal inh -7% and USP2a inh 2%.
Screening C[C@]12C=CC(=O)C=C1CC[C@@H]1C2C(O)C[C@@]2(C)C1CC[C@]2(O)C(=O)COC(=O)CCC(=O)NC(CC(=O)O)C(=O)O (stereo partly specified) returned MBNL1-CUG inh -4%, ASM inhibitor -5%, TSHR antagonist -3, hERG WT inh 9, Eya2 inh -2%, Menin MLL FP TR 1%, Mito fusion act 4%, GALK inh -3%, BCR signal inh -10% and USP2a inh 1%.
For CCOc1ccc(NC(=O)c2ccc(N3CC4CC(C3)c3cccc(=O)n3C4)c(NC(=O)CCN3CCOCC3)c2)cc1 (stereo unspecified) the results were MBNL1-CUG inh -5%, ASM inhibitor 2%, TSHR antagonist 6, hERG WT inh -5, Eya2 inh -4%, Menin MLL FP TR -11%, Mito fusion act -1%, GALK inh 14%, BCR signal inh 2%, PKM2 act 12% and USP2a inh 3%.
Screening O=C(Nc1cccc2ccccc12)C12CC3CC(C1)CC(n1cnc([N+](=O)[O-])n1)(C3)C2 returned MBNL1-CUG inh inconclusive, ASM inhibitor 2%, TSHR antagonist -6, hERG WT inh -1, Eya2 inh 16%, Mito fusion act 0%, GALK inh -4%, BCR signal inh inconclusive, PKM2 act 4% and USP2a inh 2%.
CC(C)OC(=O)C1C(=O)CC(C)(O)C(C(=O)OC(C)C)C1c1cccc(O)c1 (stereo unspecified) was read as MBNL1-CUG inh -1%, ASM inhibitor 3%, TSHR antagonist -27, hERG WT inh 6, Eya2 inh 0%, Menin MLL FP TR 11%, Mito fusion act -1%, GALK inh 2%, BCR signal inh 7%, PKM2 act -8% and USP2a inh -1%.
`NC(=O)c1cc2cc(Cl)ccc2o/c1=N/NC(=O)c1cccs1` gave ASM inhibitor 3%, TSHR antagonist -5, hERG WT inh 2, Eya2 inh 20%, Mito fusion act -2%, GALK inh 2%, BCR signal inh 5%, PKM2 act 0% and USP2a inh 12%.
CN(C)S(=O)(=O)c1ccc(NC(=O)CSc2ncnc3ccccc23)cc1 was read as MBNL1-CUG inh -3%, ASM inhibitor -9%, TSHR antagonist -1, hERG WT inh 5, Eya2 inh 8%, Menin MLL FP TR 3%, Mito fusion act 7%, GALK inh 0%, BCR signal inh -22%, PKM2 act 11% and USP2a inh 3%.
For CCCCCn1c(=O)c2ccccc2n2c(CCl)nnc12 the results were MBNL1-CUG inh -13%, ASM inhibitor -1%, TSHR antagonist -5, hERG WT inh 0, Eya2 inh -17%, Menin MLL FP TR -8%, Mito fusion act -6%, GALK inh 5%, BCR signal inh inconclusive, PKM2 act -7% and USP2a inh 3%.
COc1ccc(C(Nc2ccccn2)c2c(NC(=O)c3ccco3)sc(C)c2C)cc1 (stereo unspecified) was read as MBNL1-CUG inh 7%, ASM inhibitor -1%, TSHR antagonist -11, hERG WT inh -3, Eya2 inh -14%, Menin MLL FP TR 2%, Mito fusion act 13µM*, BCR signal inh inconclusive, PKM2 act -5% and USP2a inh -6%.
Screening CC(C)CCNC(=O)CCn1c(=S)oc2ccccc21 returned MBNL1-CUG inh -4%, ASM inhibitor 1%, TSHR antagonist -8, hERG WT inh 43, Eya2 inh 6%, Menin MLL FP TR 1%, Mito fusion act -11%, GALK inh 1%, BCR signal inh 7%, PKM2 act 4% and USP2a inh 0%.
`CCc1nc(SCC(=O)N2CCCCCC2)c2c(=O)n(C)c(=O)n(C)c2n1` gave MBNL1-CUG inh -1%, ASM inhibitor -4%, TSHR antagonist -3, hERG WT inh 3, Eya2 inh -2%, Mito fusion act 1%, GALK inh -4%, BCR signal inh 2%, PKM2 act -12% and USP2a inh -2%.
